Screening data from PubChem BioAssay.
ALOX12 inh: blocks human arachidonate 12S-lipoxygenase; purified 12hLO, xylenol orange hydroperoxide absorbance; Potency, µM (titrated, usually from 108 µM), for inactives: top-dose activity change, negative = inhibition, most hits filed as inhibitors; hit rate 1.1% among 580,000; AID 1671190; active = well fitted inhibition curve with a large enough effect; inconclusive = small, poorly fitted or top-dose-only effect, or another doubt; inactive = no such curve, though single readings can be large or run the other way
Target sequence (P18054 whole entry, looked up): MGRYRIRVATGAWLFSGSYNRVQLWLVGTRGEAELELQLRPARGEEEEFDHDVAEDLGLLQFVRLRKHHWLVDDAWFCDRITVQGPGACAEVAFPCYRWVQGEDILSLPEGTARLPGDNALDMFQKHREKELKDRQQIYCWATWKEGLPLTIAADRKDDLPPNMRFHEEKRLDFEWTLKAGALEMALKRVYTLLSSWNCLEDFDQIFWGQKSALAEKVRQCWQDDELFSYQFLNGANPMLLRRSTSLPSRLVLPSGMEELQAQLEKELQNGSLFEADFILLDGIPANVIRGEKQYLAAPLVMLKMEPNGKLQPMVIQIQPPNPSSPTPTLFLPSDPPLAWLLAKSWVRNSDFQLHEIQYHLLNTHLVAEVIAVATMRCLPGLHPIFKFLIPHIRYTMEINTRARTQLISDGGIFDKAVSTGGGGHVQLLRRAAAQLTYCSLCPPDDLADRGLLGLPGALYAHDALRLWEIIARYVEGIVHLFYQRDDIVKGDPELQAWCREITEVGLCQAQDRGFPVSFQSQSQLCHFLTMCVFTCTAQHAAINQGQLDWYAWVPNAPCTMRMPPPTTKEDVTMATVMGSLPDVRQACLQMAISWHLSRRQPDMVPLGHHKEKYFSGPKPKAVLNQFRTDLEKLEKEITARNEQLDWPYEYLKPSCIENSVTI
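Hydroperoxide product was detected by ferrous iron/xylenol orange as the 573 to 405 nm absorbance ratio. Arachidonic acid at 40 uM (final) was turned over for 30 min at room temperature by 150 nM human 12hLO, pH 7.0 Hepes buffer, after 15 min compound preincubation.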
Numbers without * were called inactive; i = inactive; ? = inconclusive; [ ] = another dose, or the depositor's remark. % is scaled to controls: 0 for no effect and ±100 for the full control effect; potency is read from the fitted curve at half-maximal effect. Only part of the results is shown; rates above refer to the full screens.

SMILES	ALOX12 inh
COc1cc2c(cc1OCc1ccccc1)N(C(=O)c1ccn(C)n1)CC21CCN(C)CC1	26%
COc1ccccc1CNC(=O)[C@H]1CN2CCC1C[C@@H]2Cn1cc(CN(C)C)nn1 (some centres undefined)	40%[activator][176 µM]
COc1ccc(CNCCc2c[nH]c3ccc(OC)cc23)cc1	?
COc1cc2c(cc1Oc1ccccc1)NC(=O)C21CCN(C(=O)c2cccc(O)c2)CC1	?
CC(C)(C)NC(=O)N1[C@H]2CC[C@@H]1c1cncnc1C2	24%
O=C(O)CC1(CNC(=O)Cn2ccc3c(Cl)cccc32)CCCCC1	-19%
CC(C)c1nccn1C(C)C(=O)N1CCC(C#N)(c2ccccc2)CC1 (centres undefined)	-11%
C#C[C@H]1CN2CC[C@H]1C[C@@H]2CNS(=O)(=O)c1ccccc1	40%[176 µM]
COCCC(=O)N1CCC2(CC1)C(=O)Nc1cc(OCc3ccccc3)c(OC)cc12	-5%[176 µM]
CC1=NOC2(CCCN(Cc3ccccn3)C2)C1 (centres undefined)	31%[activator][176 µM]
CCOc1ccc(CNCCc2c[nH]c3ccccc23)cc1OC	?
CN(C)CCOC(=O)Cc1ccccc1	-2%
CC(C)CCN1C[C@@H]2C(=O)N(C)C(=O)[C@@H]2C1	15%
O=C(NC1CCCCC1)N1C[C@@H]2C[C@H](C1)c1ccc(C3CCCCC3)c(=O)n1C2	-31%[176 µM]
O=C(c1ccncc1)N1C[C@@H]2C[C@H](C1)c1ccc(-c3cccc(C(F)(F)F)c3)c(=O)n1C2	27%
COc1ccccc1N1CCN(C(=O)[C@H]2CN3CCC2C[C@@H]3Cn2cc(C(C)(C)C)nn2)CC1 (some centres undefined)	12%
O=C(Cc1ccc(F)cc1F)N1CCN(Cc2ccccc2)CC(O)C1 (centres undefined)	59%[activator]
COc1ccc(C(=O)N2[C@H]3CC[C@@H]2c2cnc(C)nc2C3)cc1OC	40%[activator]
FC(F)(F)CN1C2CCC1CN(c1ccc(C(F)(F)F)nc1)C2	-1%[6.33 µM]
Cc1ccccc1-n1c(Cn2ncc3c(N)ncnc32)nc2cccc(C)c2c1=O	-21%[57.4 µM]
Cc1noc(C(C)N2CCN(C(=O)Cc3ccccc3)CC2)n1 (centres undefined)	1%
CC(C)(C)NC(=O)NC(=O)CCl	?
COc1ccc(OC(=O)N(C)C[C@H]2OCc3cnnn3CCCC(=O)N([C@@H](C)CO)C[C@@H]2C)cc1	9%
O=C(c1cccs1)N1[C@H]2CC[C@@H]1c1cnc(-c3ccccc3)nc1C2	39%
CC(OC(=O)c1cn(C)c2ccccc12)C(=O)Nc1ccc(C(N)=O)cc1 (centres undefined)	?
C#C[C@H]1CN2CC[C@H]1C[C@@H]2CNS(=O)(=O)c1cccc(F)c1	17%[176 µM]
Cc1nnc(C(C)N2CCN(C(=O)Cc3ccccc3C)CC2)o1 (centres undefined)	19%
O=C1CSC(c2c(F)cccc2Cl)c2cn[nH]c2N1 (centres undefined)	9%
O=C1Nc2ccccc2C2(CCN(CCc3ccc(C(F)(F)F)cc3)CC2)O1	?
CCCN1CCNc2cc(Nc3ccccc3)ncc2C1	79%[activator][176 µM]
O=C1NC(=O)C(=Cc2ccc(Cl)cc2)C(=O)N1	40µM*
CN1C(=O)CO[C@H]2CN(Cc3cccnc3)C[C@H]21	15%[176 µM]
N#CC1=C(N)Oc2nc(SCc3ccccc3Cl)nc(N)c2C1c1ccc(F)cc1 (centres undefined)	?
Cc1nn(C)cc1C1SCC(=O)Nc2c1c(C)nn2-c1ccccc1 (centres undefined)	5%
CC(=O)C1CCC2C3CCC4CC(C)(O)CCC4(C)C3CCC12C (centres undefined)	223%[activator]
Cc1c(CCC(=O)N2C[C@H]3C[C@@H](C2)c2cccc(=O)n2C3)c(=O)oc2c(C)c(O)ccc12	-1%
COc1cc2c(cc1Oc1cccc(N(C)C)c1)NC(=O)C21CCN(c2cnccn2)CC1	-26%
O=C(CC1CCCC1)N1[C@H]2CC[C@@H]1c1cnc(-c3ccccc3)nc1C2	-2%
COCC1CN(Cc2cccnc2)CC12CCNCC2 (centres undefined)	?
C[C@]12CCC3C(CC[C@H]4C[C@@H](O)CC[C@]34C)C1C[C@@H](Br)[C@H]2O (some centres undefined)	-9%
CN(C)Cc1ccccc1-c1ccc2n(c1=O)C[C@H]1C[C@@H]2CN(C(=O)c2cccs2)C1	2%[176 µM]
CCOC(=O)C1=C(N)OC(c2ccccc2)=C(C(=O)OCC)C12C(=O)Nc1ccc(Br)cc12 (centres undefined)	53%
CCS(=O)(=O)N1CC(COC)C2(CCNCC2)C1 (centres undefined)	46%[activator]
CC1CN2CC(O)CC2CN1 (centres undefined)	?
O=C1CSC(c2ccc(F)cc2F)c2cn[nH]c2N1 (centres undefined)	12%
COc1ccc([C@@H]2CN(S(=O)(=O)N3CCCC3)[C@@H]3C4CCN(CC4)[C@@H]32)cc1	29%
O=C1NCC2(CCCN(Cc3cc(=O)c4cccc(F)c4[nH]3)C2)O1 (centres undefined)	42%[activator]
O=C(NC1CCCCC1)N1Cc2ccc(Br)cc2-n2nncc2C1	-1%
O=C(c1ccc(F)cc1)N1C[C@@H]2C[C@H](C1)c1ccc(-c3cncnc3)c(=O)n1C2	0%[176 µM]
Cn1nc(C2CCCCC2)cc1[C@H]1CN2CC[C@H]1C[C@@H]2CNC(=O)N1CCOCC1	33%[activator][176 µM]
More results follow.
SMILES	ALOX12 inh
CN1CCN(c2ccc(C#N)cn2)CC1	23%
Cn1cc(C(=O)OCC(=O)NC2CCCCCCC2)c2ccccc21	?
COc1cc2c(cc1OCc1ccccc1)NC(=O)C21CCN(Cc2nccs2)CC1	31%[activator][176 µM]
CC(C)(O)c1cn(C[C@H]2C[C@@H]3CCN2C[C@@H]3C(=O)Nc2ccccc2)nn1	6%[176 µM]
COc1cc2c(cc1OCc1ccccc1)N(C(=O)CCc1ccccn1)CC21CCN(C)CC1	4%
CC[C@]12CCN(CC3(O)CC3)[C@H](Cc3ccc(O)cc31)C2(C)C	-10%
COc1ccc2c(c1)C1(CCN(S(=O)(=O)c3ccc4c(c3)CC(=O)N4C)C1)C(=O)N2C (centres undefined)	6%
Cc1ccsc1C(=O)N1CCC2(CC1)c1nccn1-c1ccccc1CN2C	39%[activator]
Cn1nc(C2CCCC2)cc1[C@H]1CN2CC[C@H]1C[C@@H]2CNS(=O)(=O)c1cccs1	-5%[176 µM]
CN1CCN(C(=O)Cc2cccn2-c2ccc(F)cc2)CC1	24%
COCCn1c(C)cc(C(=O)N2[C@H]3CC[C@@H]2c2cnc(-c4ccc(F)cc4)nc2C3)c1C	14%
COc1cc2c(cc1Oc1cccc(N(C)C)c1)NC(=O)C21CCN(Cc2nccn2C)CC1	50%[activator]
O=C1CC2CCN(Cc3ccccn3)CC2CCN1 (centres undefined)	3%[12.5 µM]
O=C(Nc1ccc2c(c1)OCCO2)N1[C@H]2CC[C@@H]1c1cncnc1C2	45%[activator]
CC(C)(O)c1cn(C[C@H]2C[C@@H]3CCN2C[C@@H]3C(=O)N2CCOCC2)nn1	-41%[176 µM]
O=C1CO[C@H]2CN(Cc3ccncc3)C[C@H]2N1Cc1ccccc1	?
COc1cc2c(cc1Oc1ccccc1)NC(=O)C21CCN(C(=O)C(C)C)CC1	5%[176 µM]
CC[C@H]1CN2CC[C@H]1C[C@@H]2CNS(=O)(=O)c1ccc(C)cc1	52%[activator][176 µM]
CC1(C)C(C(=O)N2C[C@@H](C(=O)O)C[C@@H](C(=O)NCc3ccncc3)C2)C1(C)C	-2%
COc1cccc(C2SCC(=O)Nc3[nH]ncc32)c1 (centres undefined)	?

Some of the entries so far, with each value named.
CCOC(=O)C1=C(N)OC(c2ccccc2)=C(C(=O)OCC)C12C(=O)Nc1ccc(Br)cc12 (centres undefined)
  ALOX12 inh: 53%
CCS(=O)(=O)N1CC(COC)C2(CCNCC2)C1 (centres undefined)
  ALOX12 inh: 46%[activator]
CC1CN2CC(O)CC2CN1 (centres undefined)
  ALOX12 inh: ?
O=C1CSC(c2ccc(F)cc2F)c2cn[nH]c2N1 (centres undefined)
  ALOX12 inh: 12%

(more compounds)
SMILES	ALOX12 inh
CC12CC[C@H]3[C@@H](CCC4(O)CC(O[N+](=O)[O-])CCC34CO[N+](=O)[O-])C1(O)CCC2C1=CC(=O)OC1 (some centres undefined)	?
c1cc2c(cc1[C@H]1OC[C@H]3[C@H]1CO[C@H]3c1ccc3c(c1)OCO3)OCO2	-24%[57.4 µM]
COc1cc2c(cc1OC1CCCC1)NC(=O)C21CCN(Cc2nccs2)CC1	21%[176 µM]
CCCn1ncc(C(=O)N[C@H]2COC[C@H]2Cc2cc(C)no2)c1C	8%
Nc1cccc2ccccc12	-26%
C#CCN(C)C[C@H]1CN2CC[C@H]1C[C@@H]2CNC(=O)Nc1ccc(C(C)=O)cc1	50%[activator][176 µM]
COC[C@H]1OC(=O)c2coc3c2[C@@]1(C)C1=C(C3=O)[C@@H]2CC[C@H](O)[C@@]2(C)C[C@@H]1OC(C)=O	-3%[57.4 µM]
CCOc1ccc(CNCCc2ccccc2)cc1	?
Cc1ccccc1-c1ccc2n(c1=O)C[C@H]1C[C@@H]2CN(C(=O)c2cnccn2)C1	32%[176 µM]
C#C[C@H]1CN2CC[C@H]1C[C@@H]2CNC(=O)COc1ccccc1	28%[176 µM]
CC(C)CN1C2CCC1CN(C(=O)c1ccncc1)C2	19%[12.5 µM]
Cc1cc(C(=O)N2[C@H]3CC[C@@H]2c2cnc(-c4ccccc4)nc2C3)nn1C	35%[activator]
O=C(O)c1cn(Cc2ccc(F)cc2Cl)nn1	7%
Cc1nc(-c2ccccc2)cc([C@H]2CN3CC[C@H]2C[C@@H]3CNS(C)(=O)=O)n1	12%[176 µM]
COCCNC(=O)[C@H]1CN2CCC1C[C@@H]2Cn1cc(CSc2ccccc2)nn1 (some centres undefined)	12%[176 µM]
C#C[C@H]1CN2CC[C@H]1C[C@@H]2CNC(=O)Nc1ccc(C(C)=O)cc1	-1%[176 µM]
Cc1ccc(S(=O)(=O)NC[C@H]2C[C@@H]3CCN2C[C@@H]3c2cc(-c3ccccc3Br)nc(C)n2)cc1	-26%
COc1ccccc1-c1cc([C@H]2CN3CC[C@H]2C[C@@H]3CNC(=O)Nc2cccc(C#N)c2)n(C)n1	11%
COCCNC(=O)NC(=O)CCl	?
CC(CNc1ccc([N+](=O)[O-])c2cnccc12)c1ccccc1 (centres undefined)	-18%

Gathered by group: the entries above with a tert-butyl group.
SMILES	ALOX12 inh
CC(C)(C)NC(=O)N1[C@H]2CC[C@@H]1c1cncnc1C2	24%
COc1ccccc1N1CCN(C(=O)[C@H]2CN3CCC2C[C@@H]3Cn2cc(C(C)(C)C)nn2)CC1 (some centres undefined)	12%
CC(C)(C)NC(=O)NC(=O)CCl	?

The listing picks up, repeating the 4 entries before the break.
SMILES	ALOX12 inh
Cc1ccc(S(=O)(=O)NC[C@H]2C[C@@H]3CCN2C[C@@H]3c2cc(-c3ccccc3Br)nc(C)n2)cc1	-26%
COc1ccccc1-c1cc([C@H]2CN3CC[C@H]2C[C@@H]3CNC(=O)Nc2cccc(C#N)c2)n(C)n1	11%
COCCNC(=O)NC(=O)CCl	?
CC(CNc1ccc([N+](=O)[O-])c2cnccc12)c1ccccc1 (centres undefined)	-18%
COc1ccccc1N1CCN(C[C@H]2CN3CC[C@H]2C[C@@H]3CNC(=O)Nc2cccc(C#N)c2)CC1	8%
Fc1ccc(CN2CCN(Cc3cccc(F)c3)CC2)cc1	?
CCCSc1ncc(CN2CC[C@H]3CNC[C@H]32)cn1	?
Cc1nc(-c2ccco2)cc([C@H]2CN3CC[C@H]2C[C@@H]3CNC(=O)C2CCCCC2)n1	?
COc1ccc2c(ccn2CC(=O)NCC2(CC(=O)O)CCCCC2)c1	10%
O=[S+]1([O-])NC2(CCN(Cc3ccoc3)C2)COc2ccncc21 (centres undefined)	2%[6.33 µM]
Cc1nc(-c2ccc(C(F)(F)F)cc2)cc([C@H]2CN3CC[C@H]2C[C@@H]3CNC(=O)C2CCC2)n1	80%[activator]
COc1ccc2c(c1)C1(CCN(C(=O)Nc3cccc(C)c3)C1)C(=O)N2C (centres undefined)	-5%
N#Cc1cccc(-c2ccc(=O)n3c2[C@@H]2C[C@@H](CN(C(=O)Nc4ccccc4)C2)C3)c1	4%[176 µM]
COc1ccc(CNCCc2c[nH]c3ccccc23)c(OC)c1	2%
Cc1nc(-c2ccccc2)cc([C@H]2CN3CC[C@H]2C[C@@H]3CNC(=O)C2CCC2)n1	23%[176 µM]
OC[C@H]1C[C@@H](NC2CCC2)[C@H](O)[C@@H]1O	56%[activator][176 µM]
O=C(c1ccoc1)N1CC(CO)C2(CCNCC2)C1 (centres undefined)	25%
COc1ccccc1CNCCc1ccccc1	?
CC12CN3CC(C)(C[N+](C)(C3)C1)C2=O	-64%
CC(C)(O)c1cn(C[C@H]2CC3CCN2C[C@@H]3C(=O)NCc2ccccc2)nn1 (some centres undefined)	13%[176 µM]
COCC(=O)N1[C@H]2CC[C@@H]1c1cnc(-c3ccc(F)cc3)nc1C2	21%
CN1CCCCCCN(Cc2ccccn2)[C@H]2CCC[C@H]2C1=O	i
Cc1nc(-c2cccs2)cc([C@H]2CN3CC[C@H]2C[C@@H]3CNC(=O)N2CCOCC2)n1	21%[176 µM]
Oc1ccc(C2N(O)C3CCCCC3N2O)cc1 (centres undefined)	?
COc1ccc(NC(=O)NC[C@H]2C[C@@H]3CCN2C[C@@H]3CN2CCN(c3ccccc3OC)CC2)cc1	0%
